High-throughput results as filed in PubChem BioAssay.
PG9 Ab binder: binds the HIV-1 gp120 antibody PG9 | TR-FRET gp120-PG9 antibody binding | inhibition, % at 6.7 µM | 360,000 compounds, 0.43% hits; in the data active = inhibition above about 8.5%
ssDAF-12 act: activators of S. stercoralis DAF-12 nuclear receptor; activation, % at 6.8 µM; AID 652126; HEK293 ssDAF-12/GRIP1 lit1-tk-luc reporter, luminescence; % of 3 µM dafachronic acid response; 370,000 compounds, 1% hits;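 active = activation above the mean over all tested compounds plus 3 SD, cut at about 0.9% in these data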;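 note: 0% = DMSO-only wells and 100% = 3 µM delta7-dafachronic acid wells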
DAX1 inh-1: NR0B1 (DAX1) inhibition. P51843. HEK293 Gal4-DAX1 luciferase reporter, luminescence. inhibition, % at 6.75 µM. 340,000 compounds, 0.99% hits. AID 504766;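 active = inhibition above the mean over all tested compounds plus 3 SD, cut at about 4.2% in these data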;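 note: 0% = DAX1-transfected cells with DMSO and 100% = empty-vector control cells with DMSO; inhibition shows as a rise in luminescence from relieved DAX1 repression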
Target sequence (P51843 207-470 limits assumed): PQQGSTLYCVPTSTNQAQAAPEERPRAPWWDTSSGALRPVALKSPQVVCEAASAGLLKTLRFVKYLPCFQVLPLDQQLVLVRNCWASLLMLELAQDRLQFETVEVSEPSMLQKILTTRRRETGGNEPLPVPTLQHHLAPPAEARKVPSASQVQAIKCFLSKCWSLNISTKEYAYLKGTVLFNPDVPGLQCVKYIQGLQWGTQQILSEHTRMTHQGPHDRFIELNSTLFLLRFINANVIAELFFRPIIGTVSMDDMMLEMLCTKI
hcDAF12 agonist: activates DAF-12 receptor from parasite H. contortus; 370,000 compounds, 1.4% hits; activation, % at 6.8 µM; HEK293 hcDAF-12 lit1-tk-luc reporter, luminescence; 0% DMSO, 100% Δ7-dafachronic acid;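 active = activation above the mean of all tested compounds plus 3 SD, cut at about 5.5% in these data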;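 note: 100% = response to 3 µM Δ7-dafachronic acid high control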
hgDAF-12 ag: activates the H. glycines DAF-12 receptor ligand-binding domain; activation, % at 6.8 µM; HEK293 GAL4-hgDAF12 UAS-luciferase reporter, agonist luminescence; normalized to butyrate control; AID 687014; 370,000 compounds, 1.8% hits;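 active = activation above a cutoff set at the mean of all screened compounds plus 3 SD, cut at about 10% in these data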;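 note: 0% = DMSO wells and 100% = sodium butyrate wells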
ADAM17 inh: inhibits human ADAM17; recombinant ADAM17, EDANS/DABCYL FRET peptide cleavage; inhibition, % at 6.95 µM; 370,000 compounds, 0.83% hits; P78536; AID 720648;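 active = inhibition above the mean of compounds lying between control limits plus 3 SD, set per campaign, cut at about 8.5% in these data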;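 note: 0% = DMSO-only wells as the low control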
Target sequence (P78536 215-824 limits assumed): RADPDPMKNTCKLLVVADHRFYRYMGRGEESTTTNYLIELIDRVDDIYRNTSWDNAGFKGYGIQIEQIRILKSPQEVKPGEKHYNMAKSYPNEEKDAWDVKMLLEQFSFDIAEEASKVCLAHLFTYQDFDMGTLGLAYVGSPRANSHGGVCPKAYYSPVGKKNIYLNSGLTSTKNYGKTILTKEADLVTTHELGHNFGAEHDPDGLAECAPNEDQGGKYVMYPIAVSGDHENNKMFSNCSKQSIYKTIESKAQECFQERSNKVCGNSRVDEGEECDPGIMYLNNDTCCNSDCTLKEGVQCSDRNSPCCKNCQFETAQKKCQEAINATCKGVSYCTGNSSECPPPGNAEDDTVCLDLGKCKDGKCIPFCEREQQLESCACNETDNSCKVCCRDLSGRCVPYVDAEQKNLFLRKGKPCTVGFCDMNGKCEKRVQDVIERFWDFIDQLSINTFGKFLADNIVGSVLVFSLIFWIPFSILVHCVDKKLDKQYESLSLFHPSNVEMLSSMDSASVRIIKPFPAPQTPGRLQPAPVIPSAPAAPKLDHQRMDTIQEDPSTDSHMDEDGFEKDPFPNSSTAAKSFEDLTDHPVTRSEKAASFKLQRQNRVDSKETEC
SMARCA2 activ: activators of SMARCA2 function. activation, % at 9.1 µM. 370,000 compounds, 1% hits. MG213 cells, MMTV-luciferase reporter, dexamethasone, overnight; in the data active = activation above about 7.8%;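 note: 0% = vehicle wells and 100% = reference activator wells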
DAX1 inh-2: inhibitors of DAX1 repression of SF-1 activated StAR promoter | 370,000 compounds, 1.1% hits | AID 652010 | inhibition, % at 6.8 µM | HEK293T StAR-luciferase reporter, SF-1/DAX-1 repression relief;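 active = inhibition above the mean over all tested compounds plus 3 SD, cut at about 3.6% in these data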;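 note: 0% = DAX-1 cells with DMSO and 100% = cells lacking DAX-1 with DMSO; higher inhibition means more luminescence from relief of DAX-1 repression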
GC-A act: GC-A (human) enzyme activation. HEK293 GC-A cells, cGMP TR-FRET, EC30 ANP; 0% at EC30 ANP, 100% saturating ANP. activation, % at 10 µM. AID 1671463. 370,000 compounds, 0.14% hits; in the data active = activation above about 40%
ADAM10 inh: inhibitors of human ADAM10; O14672; recombinant ADAM10, EDANS/DABCYL FRET peptide cleavage, 3 h; inhibition, % at 7 µM; 370,000 compounds, 0.62% hits;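 active = inhibition above a per-campaign cutoff equal to the mean of compounds falling between control-based bounds plus 3 SD, cut at about 20% in these data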;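 note: 0% = DMSO wells while the 100% control is not disclosed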
GAA850 FXN act: increases GAA850 frataxin promoter reporter activity; 360,000 compounds, 0.56% hits; AID 540364; HEK293 lucGAA850 FXN promoter luciferase reporter, 24 h; percent of 10 µM SAHA response; activation, % at 6 µM;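 active = activation above the average of all compounds screened plus 3 SD, cutoff fixed separately per campaign, cut at about 7.5% in these data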;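 note: 0% = DMSO wells and 100% = 10 µM SAHA wells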
* hit, by the source's call; nt = no result given. Random draw from the library. Share with any hit: about 6.8%.

SMILES | PG9 Ab binder | ssDAF-12 act | DAX1 inh-1 | hcDAF12 agonist | hgDAF-12 ag | ADAM17 inh | SMARCA2 activ | DAX1 inh-2 | GC-A act | ADAM10 inh | GAA850 FXN act
CC(Cc1ccccc1)N/C=C1/CC(=O)NC1=O (configuration not stated) | -2.7 | -1.2 | 1.5 | -2.3 | 0.1 | -2.4 | 4.2 | 0.5 | 4.0 | 3.4 | 3.2
O=C1NC(c2ccccc2Br)=N/C1=C\c1ccco1 | -3.3 | -1.3 | 4.2 | 0.6 | 2.8 | -3.9 | 13.9* | 0.5 | 0.4 | -6.7 | 5.2
COc1ccc(Br)c(Cn2c(C)c(C(=O)NCCC#N)sc2=O)c1 | -0.6 | -0.7 | nt | -0.9 | -1.9 | -2.1 | -0.8 | -0.5 | -4.0 | -4.3 | 0.3
CCCCOc1ccc(C(=O)Oc2ccc(C)nc2)cc1 | 0.5 | -0.9 | 1.3 | -1.1 | 0.4 | -4.3 | -1.6 | -0.2 | 2.6 | 5.4 | -4.5
Cc1c(Cl)cccc1NC(=S)NCc1ccccc1Cl | -0.4 | 0.4 | -1.3 | -1.9 | 0.8 | 3.8 | -0.1 | -0.5 | 4.6 | 9.3 | 1.8
O=[N+]([O-])c1ccc2c(c1)nc1n2CCN(C2CCCCC2)C1 | 1.0 | 0.1 | 2.5 | 2.6 | 7.6 | -2.0 | -0.1 | 2.8 | 3.2 | 6.2 | 4.0
CCOCCCNS(=O)(=O)c1ccc(Br)cc1 | 1.6 | -1.1 | 0.5 | -0.2 | 0.3 | -4.7 | -2.4 | -0.2 | 1.1 | -3.9 | 2.5
CCc1cccc2c(=O)c(C(=O)N3CCOCC3)c[nH]c12 | 1.2 | -1.2 | -0.1 | -1.4 | 0.2 | -0.8 | -0.1 | -0.6 | 5.1 | -2.5 | 1.9
O=C(CNS(=O)(=O)c1ccccc1)Nc1ccc(F)cc1F | -1.2 | -1.1 | 0.1 | 0.1 | -1.7 | 1.8 | -1.5 | 0.3 | 1.0 | 0.2 | -0.5
CN(C(=O)c1cccc(NC(=O)Cc2cccc(NC(=O)C3CCCN(C(=O)C4CC4)C3)c2)c1)C1CC1 (configuration not stated) | -0.1 | -0.4 | 0.8 | -1.4 | -2.3 | -2.2 | 2.5 | -0.2 | 1.2 | -0.8 | 0.0
O=c1c(N2CCOCC2)coc2ccccc12 | -2.9 | -0.4 | 0.8 | -0.7 | 4.2 | 3.0 | 1.3 | 0.6 | 0.0 | -5.8 | 0.8
COc1ccc(N(Cc2ccccc2)C(=O)OC(C)(C)C)c(C(=O)N(C)OC)c1 | -1.7 | -1.1 | -0.9 | -0.4 | -0.8 | 0.2 | -0.5 | -1.6 | -12.6 | -10.4 | 2.2
CC(C)c1ccc(NC(=O)N2CCOCC2)cc1 | 1.5 | 0.0 | 2.1 | 2.6 | 5.9 | -5.4 | 0.0 | 0.5 | 1.9 | -3.8 | 5.3
CCOC(=O)Cc1nnc(NC(=O)C2CCCCC2)s1 | -1.3 | 0.2 | -1.0 | -0.6 | 4.3 | 1.1 | -1.4 | 0.5 | -2.8 | 15.6 | 2.7
Cc1ccc(-c2nnn(CC(=O)N(CC3CCCO3)C(C(=O)NC3CCCC3)c3ccc(F)cc3)n2)o1 (configuration not stated) | -1.4 | -1.1 | -0.8 | -0.3 | -0.5 | -2.0 | -0.4 | -0.4 | -1.1 | 0.0 | 3.1

One compound at a time, from the list above.
`CN(C(=O)c1cccc(NC(=O)Cc2cccc(NC(=O)C3CCCN(C(=O)C4CC4)C3)c2)c1)C1CC1` (configuration not stated) is entered as PG9 Ab binder: -0.1; ssDAF-12 act: -0.4; DAX1 inh-1: 0.8; hcDAF12 agonist: -1.4; hgDAF-12 ag: -2.3; ADAM17 inh: -2.2; SMARCA2 activ: 2.5; DAX1 inh-2: -0.2; GC-A act: 1.2; ADAM10 inh: -0.8; GAA850 FXN act: 0.0
`CCOC(=O)Cc1nnc(NC(=O)C2CCCCC2)s1` is entered as PG9 Ab binder: -1.3; ssDAF-12 act: 0.2; DAX1 inh-1: -1.0; hcDAF12 agonist: -0.6; hgDAF-12 ag: 4.3; ADAM17 inh: 1.1; SMARCA2 activ: -1.4; DAX1 inh-2: 0.5; GC-A act: -2.8; ADAM10 inh: 15.6; GAA850 FXN act: 2.7

New compounds follow:
SMILES | PG9 Ab binder | ssDAF-12 act | DAX1 inh-1 | hcDAF12 agonist | hgDAF-12 ag | ADAM17 inh | SMARCA2 activ | DAX1 inh-2 | GC-A act | ADAM10 inh | GAA850 FXN act
O=C(NC1CCCCCC1)c1ccc(Br)o1 | 0.7 | -1.0 | 2.8 | -1.4 | 2.1 | -3.6 | 2.2 | 0.0 | 2.2 | -0.5 | 0.9
O=C(c1cc(COc2ccc(F)cc2F)on1)N1CCOCC1 | -2.6 | 0.4 | 1.8 | 1.7 | 7.1 | -4.1 | 2.3 | 1.4 | 10.0 | -0.3 | 2.3
CCCCNC(=O)C[C@H]1C[C@@]2(C(=O)OC)C(=C[C@H](COCc3ccccc3)O[C@@H]2C)N(Cc2ccco2)C1=O | nt | -1.7 | nt | -2.0 | 0.3 | -5.2 | -3.1 | -1.6 | 3.5 | -7.0 | nt
CSc1nc(NCCCN(C)C)c2c3c(sc2n1)CN(C)CC3 | 0.7 | -1.2 | nt | 0.1 | -1.4 | -119.3 | 4.8 | 0.1 | 12.8 | -289.9 | nt
CCCC1(CCC)NC(=O)NC1=O | -0.3 | -0.9 | 0.2 | -0.5 | 0.8 | 1.1 | 4.7 | 0.1 | 0.6 | 5.0 | -1.3
C[C@H]1[C@@H]2C[C@@]3(O[C@H](c4ccccn4)N=C3C[C@@H]1c1ccccc1)N(Cc1ccncc1)C2=O | -0.4 | -1.1 | nt | -0.3 | -0.1 | -0.4 | -1.1 | 0.1 | 0.8 | -6.2 | nt
Nc1ccc2c(c1)C1(CCC2)NC(=O)NC1=O (configuration not stated) | -3.0 | -1.2 | 2.3 | -0.5 | -0.7 | -1.1 | 3.5 | 2.5 | 1.0 | -2.2 | -0.3
Cc1cc(NC(=O)C2CCCCC2)ccc1NC(=O)c1ccccc1Cl | -1.6 | -1.3 | 0.2 | -1.4 | 0.2 | 2.9 | -1.9 | -0.3 | 1.6 | 4.4 | 0.5
CC(=O)NC1CCCc2c1cnn2-c1ccc(C(C)(C)C)cc1 (configuration not stated) | -0.1 | -1.0 | -0.4 | -1.4 | -3.2 | -1.0 | -2.2 | -1.1 | 4.1 | 0.9 | 3.9
O=C(CSc1ccccc1)NCC1(N2CCCCC2)CCCCC1 | -1.3 | -0.9 | 0.3 | -0.6 | 1.0 | 0.2 | -0.6 | 3.2 | -2.2 | 6.0 | -2.0
O=C(SCc1c(O)c2ccccc2oc1=O)c1ccccc1 | 0.8 | -1.0 | 2.5 | -1.9 | 0.6 | -2.2 | -3.6 | -0.8 | 1.6 | -12.9 | 2.2
CC(NC(=O)Nc1ccc(F)cc1)c1ccc2c(c1)OCO2 (configuration not stated) | -0.8 | -1.2 | 1.3 | -0.9 | -3.0 | 1.7 | -1.7 | -2.9 | 1.1 | 6.9 | 0.6
Cc1cc(NC(=O)C(C)SCC(=O)OC(C)C(=O)Nc2cccc(C#N)c2)no1 (configuration not stated) | 0.0 | -1.2 | 1.2 | 0.1 | 0.3 | -5.8 | -0.3 | 0.5 | 2.2 | -7.9 | -0.9
CN(CC(=O)Nc1cccc(S(=O)(=O)NC2=NCCC2)c1)Cc1ccccc1Cl | -0.6 | -1.2 | 1.3 | 0.1 | 1.5 | -0.8 | -1.6 | -0.3 | 3.6 | 1.7 | 1.2
COc1cccc(C(=O)N[C@H](C(=O)N2CCC[C@H]2C(=O)NCCc2ccccc2Cl)C(C)C)c1 | -0.3 | -1.2 | nt | 2.1 | 1.9 | -4.0 | -2.1 | -1.1 | -0.3 | -7.8 | nt
COc1ccc(N2C(=O)CCC(C(=O)Nc3ccccn3)C2c2ccc(OC)c(OC)c2)cc1 (configuration not stated) | -0.6 | -0.9 | 0.9 | -0.8 | -2.0 | -0.7 | -1.5 | -0.6 | -0.7 | 6.0 | 1.4
COc1cc(C(=O)OCCN2CCOCC2)cc(OC)c1OC | -1.9 | 0.1 | -1.3 | 1.7 | 0.4 | -5.1 | -1.0 | -0.2 | 0.4 | -3.5 | 2.1
Cc1ccc(CS(=O)(=O)c2ncc(Cl)c(C(=O)Nc3nnc(C)s3)n2)cc1 | -0.3 | -1.8 | -0.1 | -4.4 | -5.8 | -4.0 | -8.9 | 1.6 | 3.0 | -2.9 | -14.0
COc1ccc(S(=O)(=O)N2CCCC2=O)cc1N(C)S(C)(=O)=O | -0.7 | -1.5 | -0.6 | -0.6 | -0.4 | 0.5 | 2.2 | -0.1 | 0.5 | 8.1 | -0.5
Cn1c(CCNC(=O)c2cccs2)nnc1SCC(=O)N1CCN(c2ccccc2)CC1 | 0.1 | -2.1 | 0.2 | 0.0 | 0.6 | -5.7 | -1.3 | -1.5 | -1.1 | -7.8 | 4.6
CS(=O)(=O)N(CC(=O)NCCSCc1cccc(Cl)c1)c1ccc(F)cc1 | 0.3 | -1.4 | 1.5 | -0.8 | -1.1 | -0.1 | -1.8 | -0.9 | -3.3 | -3.0 | 2.6
CCCCOC(=O)Cn1c(=O)n(CC(=O)OCCCC)c2cc(C)ccc21 | -0.1 | -0.9 | -0.3 | -0.8 | 1.9 | -4.7 | 0.6 | 0.3 | -8.9 | -2.0 | 0.7
Cc1cc(-c2ccc(C)c(S(=O)(=O)Nc3cccc(CN4CCCC4)c3)c2)on1 | -1.3 | -0.3 | -1.4 | -1.2 | 2.6 | -3.5 | -0.7 | 0.3 | -5.7 | -6.3 | 2.3
O=C(c1cc(C(=O)N2CCOCC2)c2nc3ccccc3n2c1)c1ccccc1O | -1.1 | -1.1 | nt | 0.2 | 4.7 | -2.4 | -4.3 | 0.6 | 3.8 | -11.5 | nt
Nc1cccc(S(=O)(=O)Nc2ccc(Br)cc2)c1 | 1.4 | -1.0 | 2.1 | -0.9 | 0.0 | 1.3 | -2.6 | -0.8 | -3.4 | 4.1 | -1.3
CSc1nc2n(n1)C(c1cc(Br)ccc1F)C(C(=O)N(C)C)=C(C)N2 (configuration not stated) | -1.4 | -1.1 | 0.7 | -0.3 | 1.3 | -6.0 | -2.7 | 0.3 | -11.4 | -13.5 | 2.8
CCOc1cnc(-c2c(-c3c(Cl)cccc3Cl)noc2C)o1 | 0.9 | -1.6 | 1.1 | -2.4 | -2.0 | -2.3 | -2.4 | -1.3 | -6.8 | 2.6 | 3.0
O=C(NCCc1ccccc1)c1ccnc(/C=N/O)c1 | -2.3 | -1.8 | 2.5 | -1.1 | -0.3 | 1.1 | -3.0 | -0.1 | -4.7 | 7.5 | 4.9
CCCC/C(C)=N\NC(=O)CNS(=O)(=O)c1ccc([N+](=O)[O-])cc1 | 0.8 | -0.7 | -1.9 | -1.0 | -1.5 | -1.6 | -1.4 | -0.4 | -0.7 | 3.9 | -0.8
O=C(C[C@H]1C/C=C\CCC(=O)OC[C@H]2CCCN2C1=O)NCCO | -1.8 | -0.9 | 1.5 | -2.3 | -1.2 | -2.5 | -0.1 | 0.2 | 4.0 | 7.3 | 0.9
